# Source: PubChem BioAssay (several laboratories)
# BaF3 tox: parental Ba/F3 cell viability inhibition, counter-screen for JAK2V617F inhibitor project, murine pro-B, CellTiter-Glo luminescence; CellTiter-Glo ATP luminescence; inhibition, % at 5.6 µM; 220,000 compounds, 1.1% hits; AID 1486, 2009;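 active means inhibition above a per-campaign cutoff, the mean inhibition of all tested compounds plus 3 SD, cut at about 27% in these data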;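 further: 0% = DMSO wells and 100% = JAK Inhibitor I control wells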
# zfTRPN1 agonist: zebrafish TRPN1 channel agonists, primary screen, cell-based, HEK293, calcium fluorescence | transient receptor potential cation channel N1 (TRPN1/NompC), Danio rerio | HEK293 zebrafish TRPN1-YFP, Fluo-8 calcium fluorescence; 100% = response to 87 µM carbachol | activation, % at 3 µM | 220,000 compounds, 0.18% hits | AID 1424, 2008;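 active means activation above its plate's cutoff, the mean activation of test wells on that plate plus 3 SD, cut at about 19% in these data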;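 further: 0% = DMSO alone and 100% = 87 µM carbachol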
#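 System: zebrafish TRPN1-YFP in HEK293 cells / Dosing: 3 µM single point / Timing: dye loading 1 h at 37 °C, then 30 min room temperature / Signal: Fluo-8 calcium fluorescence, excitation 470-495 nm, emission 515-575 nm / Read-out basis: percent activation from peak over basal fluorescence ratio, control-normalized / Control set: high carbachol 87 µM, low DMSO alone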
# RBBP9 inhibitor: human RBBP9 inhibitors, primary screen, biochemical, fluorescence polarization, FP-Rh probe, HTS. AID 1515, 2009. 220,000 compounds, 0.2% hits. inhibition, % at 7.94 µM. recombinant RBBP9;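 active means inhibition above the campaign mean of all tested compounds plus 3 SD, cut at about 14% in these data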;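 further: plate controls were DMSO wells with RBBP9 for no effect and wells lacking RBBP9 protein for full effect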
# Target sequence (O75884 whole entry, looked up): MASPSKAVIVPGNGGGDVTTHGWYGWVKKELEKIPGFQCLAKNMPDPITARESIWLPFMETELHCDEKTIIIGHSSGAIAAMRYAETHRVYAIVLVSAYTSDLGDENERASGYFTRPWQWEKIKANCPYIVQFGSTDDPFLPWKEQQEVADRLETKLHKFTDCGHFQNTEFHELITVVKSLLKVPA
#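 Test system: recombinant human RBBP9. Quantity: 2.5 µM RBBP9 dispensing solution, before mixing. Detection: FP readout at 525/598 nm. Reagent: Serine-hydrolase probe FP-Rh, 375 nM pre-mixing. Measure: % inhibition. Control set: DMSO-treated enzyme wells and wells lacking RBBP9. Buffer or medium: Tris-NaCl-Pluronic buffer, pH 8.0. Times: preincubation 30 min plus labeling 45 min at 25 °C.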
# Ba/F3 V617F tox: reduced viability of JAK2V617F-dependent Ba/F3 cells, primary screen, JAK2V617F inhibitor project, cell-based, Ba/F3 EpoR-JAK2V617F, luminescence; ATP luminescence; inhibition, % at 5.6 µM; 220,000 compounds, 1.1% hits;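 active means inhibition above the campaign mean plus 3 SD over all tested compounds, cut at about 24% in these data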;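 further: cytokine-independent growth of Ba/F3 cells driven by EpoR plus mutant JAK2; 0% = DMSO-treated cells and 100% = JAK inhibitor I control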
# PPC-1+TRAIL kill: compounds killing PPC-1 cancer cells with TRAIL present, primary screen, TRAIL potentiator project, ATPLite luminescence, uHTS; 220,000 compounds, 0.41% hits; PPC-1 cells + TRAIL, ATPLite viability luminescence; AID 1443, 2008; cell killing (% activity), % at 4 µM;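 active means cell killing above 50% in the first pass at 4 µM, then a duplicate retest at 5 µM averaging 50% or more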;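 further: plate controls were cells with TRAIL plus DMSO for no effect and medium-only wells lacking cells for full effect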
# Wee1 degr inh: Wee1 degradation inhibitors, primary screen, cell-based, HeLa, Wee1K328M-luciferase, luminescence; HeLa Luc-Wee1K328M stability; 100% = proteasome inhibitor MG132 effect; 220,000 compounds, 1.2% hits; reporter increase, % at 5 µM; Wee1-like protein kinase (Homo sapiens), P30291;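 active means activation above the mean of all tested compounds plus 3 SD, set per screening run, cut at about 8.8% in these data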;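 further: cells exposed to compound for 20 h before luminescence read; 0% = DMSO alone and 100% = MG132 at 30 µM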
# Target sequence (P30291 whole entry K328M): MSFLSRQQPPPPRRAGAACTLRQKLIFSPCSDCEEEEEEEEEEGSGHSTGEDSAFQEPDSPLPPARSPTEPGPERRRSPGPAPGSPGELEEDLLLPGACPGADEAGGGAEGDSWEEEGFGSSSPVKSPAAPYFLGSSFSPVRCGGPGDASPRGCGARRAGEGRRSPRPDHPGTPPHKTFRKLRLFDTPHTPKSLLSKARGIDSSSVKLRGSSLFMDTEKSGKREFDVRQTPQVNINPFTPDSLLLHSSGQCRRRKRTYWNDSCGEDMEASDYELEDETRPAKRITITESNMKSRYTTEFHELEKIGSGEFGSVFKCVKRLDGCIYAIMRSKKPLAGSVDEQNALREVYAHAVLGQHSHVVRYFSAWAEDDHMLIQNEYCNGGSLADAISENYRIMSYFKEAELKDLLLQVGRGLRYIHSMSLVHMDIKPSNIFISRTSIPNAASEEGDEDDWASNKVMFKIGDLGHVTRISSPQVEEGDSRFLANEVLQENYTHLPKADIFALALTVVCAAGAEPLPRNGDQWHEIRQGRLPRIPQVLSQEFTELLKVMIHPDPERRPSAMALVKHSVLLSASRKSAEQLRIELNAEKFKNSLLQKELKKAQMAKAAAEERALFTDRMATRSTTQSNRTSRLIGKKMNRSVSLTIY
# TRPML3 ag: human TRPML3 channel agonists, primary screen, cell-based, HEK293 TRPML3-YFP, Fluo-8 calcium fluorescence, 3 µM. Mucolipin-3 (Homo sapiens), Q8TDD5. 100% = the carbachol control signal. activation, % at 3 µM. 220,000 compounds, 0.29% hits. AID 1448, 2008;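 active means activation above its plate's cutoff, the mean activation of the plate's test wells plus 3 SD, cut at about 12% in these data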;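 further: 0% = DMSO only wells and 100% = carbachol wells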
#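 Material: TRPML3-YFP stable HEK293 cells | Dosing: One concentration, 3 µM nominal, 0.3% DMSO | Timing: 125 s total fluorescence read per well | Technique: Fluo-8 calcium dye fluorescence, ex 470-495, em 515-575 nm | Measure: Percent activation from peak-to-basal fluorescence ratio, scaled between DMSO and carbachol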
# TNF necrop inh: inhibitors of TNF-alpha triggered necroptosis, primary screen, cell-based, Jurkat FADD-/-, single concentration; Jurkat FADD-/- TNF necroptosis rescue, ATP luminescence, 24 h; 0 = TNF only, 100 = no-TNF cells; activation (protection from cell death), % at 10 µM; 220,000 compounds, 0.068% hits; AID 463075, 2010;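 active means activation, meaning protection from cell death, of at least 50% relative to plate controls; inactive means activation below 50%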;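 further: necroptosis triggered by 40 ng/mL TNF-alpha added together with compound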
# CHOP inhibitor: inhibitors of CHOP promoter induction, primary screen, cell-based, unfolded protein response, luciferase reporter | inhibition, % at 10 µM | 220,000 compounds, 3.8% hits | CHO-K1 CHOP-promoter luciferase, tunicamycin-induced, 15-18 h | AID 2732, 2010;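 active means compounds that reduced the stress-induced luciferase reporter signal by more than about 70% of percent inhibition, limit read from the data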;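 further: 0% = tunicamycin plus vehicle and 100% = wells without tunicamycin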
# An asterisk follows results filed as active; · = not tested or not shown.
item	compound	BaF3 tox	zfTRPN1 agonist	RBBP9 inhibitor	Ba/F3 V617F tox	PPC-1+TRAIL kill	Wee1 degr inh	TRPML3 ag	TNF necrop inh	CHOP inhibitor
1	CCOC(=O)C(C)Sc1snnc1C (stereo not given)	-1	1.7	-4	1	·	1	-0.2	-0.8	·
2	O=C(CSc1nnc(-c2ccco2)n1-c1ccccc1)NCCc1ccccc1	4	-0.8	-3	-2	-4	1	-0.8	-0.4	2
3	O=C(CS(=O)CC(=O)N(c1ccccc1)C(C(=O)NC1CCCC1)c1cccs1)Nc1ccc(F)cc1 (stereo not given)	3	-0.5	-1	-1	17	5	0.9	-1.4	12
4	CCCCC12CN3CC(C)(CN(C1)C3c1ccc([N+](=O)[O-])o1)C2=O (stereo not given)	-3	2.0	-20	2	11	5	0.3	-0.1	-11
5	O=C(COc1ccc(Br)cc1)NCc1ccccn1	5	-0.2	-7	2	-9	0	0.8	0.4	5
6	Nc1cc(-c2ccc(Cl)cc2)nn1S(=O)(=O)c1cccc2nsnc12	3	-2.2	2	1	-18	-1	-1.3	3.1	80*
7	CC(=O)C1=C(C)NC(=O)NC1c1ccc(OC2CCCC2)cc1 (stereo not given)	9	0.6	-10	8	7	-4	0.3	-0.7	-1
8	CN1CCN(CCCCC(=O)c2ccccc2)CC1	5	-0.1	2	1	23	-2	0.2	0.9	-7
9	Cn1c(O)c(N=NC(=N)N)c2ccccc21	-6	-0.8	-5	-2	0	-2	0.6	3.3	-1
10	O=C(N/N=C/c1cccnc1)c1ccccc1OCc1ccc(Cl)cc1	8	0.8	-2	4	-10	1	0.0	-3.4	-3
11	COc1cccc(NC(=S)N(CCc2c(C)[nH]c3ccccc23)Cc2ccco2)c1	7	-1.5	-5	-1	0	4	0.8	-2.0	33
12	COC(=O)c1ccc(-c2ccc(CNCC(O)c3ccccc3)o2)cc1 (stereo not given)	5	1.8	-3	-2	-13	0	0.8	5.9	31
13	C=CCn1c(N)c(C(=O)Nc2ccccc2)c2nc3ccccc3nc21	3	1.5	-5	3	11	15*	0.9	2.2	64
14	Cc1c(NC(=O)CCCN2C(=O)c3cccc4cccc(c34)C2=O)c(=O)n(-c2ccccc2)n1C	10	-0.5	-5	2	5	-3	-0.4	-1.3	19
15	CCN(CC)C(=O)CN1CCN(c2ccccc2F)CC1	0	0.0	-3	-2	0	-2	-0.1	0.1	17
16	CCc1nnc(NC(=O)C2COc3ccccc3O2)s1 (stereo not given)	2	0.6	-4	-3	9	-2	0.5	25	4
17	CC(C)c1ccc(N(CC(=O)NCC2CCCO2)C(=O)Cn2nnc(-c3cccs3)n2)cc1 (stereo not given)	13	-0.5	-9	4	-3	-2	0.4	2.2	4
18	COCC(C)NC(=O)c1cccc(Cl)c1 (stereo not given)	5	-1.3	1	-2	-9	3	-0.2	-2.1	7
19	COc1ccc(NC(=O)/C(Cl)=C(/Cl)S(=O)Cc2ccc(C)cc2)cn1 (stereo not given)	103*	0.4	-15	100*	23	11*	1.8	-14	·
20	COc1ccc(-c2ccnc(SCC(=O)N3CCOCC3)n2)cc1	8	0.9	3	3	21	1	0.4	-1.9	16
21	COc1ccc(NC(=O)c2cc(S(=O)(=O)N3CCOCC3)cs2)cc1	5	0.3	-4	-1	·	5	0.9	0.6	9
22	Cc1ccc(NC(=O)C(c2ccccc2)N(C)C)cc1Cl (stereo not given)	8	-0.5	-8	-4	25	2	0.4	7.7	-11
23	COC(=O)c1cc(=O)n(CCc2ccccc2F)c(=Nc2ccc(F)c(Cl)c2)s1	6	0.4	-6	-3	5	2	0.6	-1.5	17
24	COc1ccc2[nH]c(=O)c(CN(CCc3ccccc3)Cc3nnnn3CC3CCCO3)cc2c1 (stereo not given)	2	0.7	0	2	8	-2	-0.5	-2.2	13
25	COc1cc(/C=N/NC(=O)c2cc(-c3ccco3)nc3ccccc23)cc(OC)c1O	-1	0.5	1	-4	16	4	1.2	0.7	19
26	CN(Cc1ccccc1)C(=O)c1ccc2c(c1)OCCO2	0	-0.3	-9	-2	27	0	1.2	2.3	-4
27	COc1ccc(C)cc1S(=O)(=O)Nc1ccc(F)c(Cl)c1	3	2.1	-2	2	37	-2	-0.5	-3.1	48
28	O=C(c1ccco1)N1CCCSC1=Nc1ccccc1	3	1.4	-7	-2	14	0	1.1	-2.5	22
29	COc1cccc(/C=N/Nc2nc(N3CCCC3)nc(N3CCCC3)n2)c1O	4	-0.6	-11	-3	24	-1	-0.9	1.0	24
30	CCOc1ccc2[nH]c(=O)c(CN(Cc3ccccc3)C(=O)N3CCCC3)cc2c1	2	1.0	3	-2	14	-3	-0.2	0.4	2
31	C=CCOc1ccn(C)c(=O)n1	4	-1.0	-2	-2	-4	5	-0.5	1.7	-6
32	CCCOc1ccc(S(=O)(=O)N2CCCC2)cc1[N+](=O)[O-]	-5	2.3	-4	2	-6	3	0.8	1.4	23
33	O=C(Cc1c(F)cccc1Cl)Nc1ccon1	2	-1.4	-2	0	-1	-3	-0.2	4.8	17
34	COc1ccc(-n2c(SCc3ccc([N+](=O)[O-])cc3)nnc2-c2ccccc2)cc1	3	-1.6	0	0	7	-3	-1.0	1.4	-11
35	CC(=O)Nc1cccc(N2C(=O)CC(N3CCC(C(=O)N4CCCCC4)CC3)C2=O)c1 (stereo not given)	5	-1.5	-1	-2	13	-2	0.5	-0.8	23
36	CCOC1Cc2ccccc2N(C(N)=O)c2ccccc21 (stereo not given)	7	-0.2	-3	2	-3	0	0.7	0.4	0
37	COCC(=O)Nc1cc(C(=O)OC)cc(C(=O)OC)c1	7	0.4	-2	2	5	-1	0.6	0.5	40
38	CCOC(=O)Cn1c(S(=O)(=O)Cc2ccccc2Cl)nc(-c2ccccc2)c1-c1ccccc1	6	-0.1	-9	1	14	1	0.9	-7.3	70*
39	O=C(CCc1ccc(S(=O)(=O)NCCc2ccccc2)cc1)Nc1ccc2c(c1)OCO2	6	-0.3	0	0	6	-1	-0.4	-0.9	26
40	CCOc1cc(C(=O)Nc2ccc(F)cc2)cc(Br)c1OC	5	0.1	-12	0	26	1	0.0	1.1	16
41	COc1cccc(-c2nc(CSCC(=O)NCC3CCCO3)c(C)o2)c1 (stereo not given)	0	-0.6	-5	-5	5	-2	0.2	-0.4	4
42	O=C(Nc1ccccc1N1CCN(C(=O)c2ccccc2)CC1)c1cccc(Cl)c1	-8	1.6	-3	-4	8	9.2*	0.9	0.2	5
43	CC(C(=O)N1CCCCC1)N(C)CC(=O)Nc1ccc(Cl)cc1 (stereo not given)	3	1.5	-3	4	0	3	1.3	0.1	6
44	COc1ccc(CC(=O)Nc2ccc(-c3csc(C)n3)cc2)cc1	7	-0.2	1	0	7	0	-0.3	-0.4	-9
45	Cn1cc(CN2CCN(c3ccccc3)CC2)c2ccccc21	12	1.4	-3	3	49	4	0.2	3.8	45
46	CCOC(=O)N1CCC(N2CCCC(C(=O)c3ccc4cc(OC)ccc4c3)C2)CC1 (stereo not given)	2	0.5	-11	-3	16	2	0.9	0.6	5
47	CCN(CC)S(=O)(=O)c1ccc(C(=O)NCCSc2c[nH]c3ccccc23)cc1	3	0.0	-7	8	13	-2	-0.6	-1.2	19
48	CCS(=O)(=O)c1ccc2c(c1)N(S(=O)(=O)c1ccc(OC)cc1)CC(C(=O)O)O2 (stereo not given)	1	0.1	-3	2	8	0	0.2	-2.0	23
49	Cc1ccc(C2C(C#N)=C(N)N(c3cccnc3)C3=C2C(=O)CCC3)c(C)c1 (stereo not given)	4	0.3	-9	1	19	-3	0.5	0.8	12
50	COc1ccc(OCCSc2ncnc3nc[nH]c23)cc1	8	3.0	-4	-3	9	-2	1.4	-4.0	0
51	CCc1nn(C(C)C(=O)NCCc2ccc(OC)c(OC)c2)c(=O)c2cc3occc3n12 (stereo not given)	3	-0.7	2	-3	0	2	-0.2	2.9	0
52	CCN(Cc1ccncc1)Cc1nc(Cc2ccccc2Cl)no1	6	0.9	-2	-2	5	-2	2.9	1.1	30
53	Cc1ccc(C2C3=C(CC(C)(C)CC3=O)Nc3n[nH]c(C)c32)cc1 (stereo not given)	1	-0.5	-1	-5	5	1	-0.6	-4.8	19

# An excerpt of these results, screen by screen:
46	CCOC(=O)N1CCC(N2CCCC(C(=O)c3ccc4cc(OC)ccc4c3)C2)CC1 (stereo not given)
47	CCN(CC)S(=O)(=O)c1ccc(C(=O)NCCSc2c[nH]c3ccccc23)cc1
48	CCS(=O)(=O)c1ccc2c(c1)N(S(=O)(=O)c1ccc(OC)cc1)CC(C(=O)O)O2 (stereo not given)
49	Cc1ccc(C2C(C#N)=C(N)N(c3cccnc3)C3=C2C(=O)CCC3)c(C)c1 (stereo not given)
50	COc1ccc(OCCSc2ncnc3nc[nH]c23)cc1
51	CCc1nn(C(C)C(=O)NCCc2ccc(OC)c(OC)c2)c(=O)c2cc3occc3n12 (stereo not given)
52	CCN(Cc1ccncc1)Cc1nc(Cc2ccccc2Cl)no1
53	Cc1ccc(C2C3=C(CC(C)(C)CC3=O)Nc3n[nH]c(C)c32)cc1 (stereo not given)
Compound | 46 | 47 | 48 | 49 | 50 | 51 | 52 | 53
BaF3 tox | 2 | 3 | 1 | 4 | 8 | 3 | 6 | 1
zfTRPN1 agonist | 0.5 | 0.0 | 0.1 | 0.3 | 3.0 | -0.7 | 0.9 | -0.5
RBBP9 inhibitor | -11 | -7 | -3 | -9 | -4 | 2 | -2 | -1
Ba/F3 V617F tox | -3 | 8 | 2 | 1 | -3 | -3 | -2 | -5
PPC-1+TRAIL kill | 16 | 13 | 8 | 19 | 9 | 0 | 5 | 5
Wee1 degr inh | 2 | -2 | 0 | -3 | -2 | 2 | -2 | 1
TRPML3 ag | 0.9 | -0.6 | 0.2 | 0.5 | 1.4 | -0.2 | 2.9 | -0.6
TNF necrop inh | 0.6 | -1.2 | -2.0 | 0.8 | -4.0 | 2.9 | 1.1 | -4.8
CHOP inhibitor | 5 | 19 | 23 | 12 | 0 | 0 | 30 | 19
